# CHT PAM: allosteric activators of human choline transporter CHT; B-score at 10 µM; CHT-expressing cells, membrane potential dye, choline EC20; hits give high values; LV-AA mutant CHT in HEK293 cells; hit rate 0.49% among 310,000; AID 488977;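 active = initial fluorescence not abnormally high and integrated response B-score, plate-corrected, over 3 SD above library mean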
# Target sequence (Q9GZV3 whole entry, looked up): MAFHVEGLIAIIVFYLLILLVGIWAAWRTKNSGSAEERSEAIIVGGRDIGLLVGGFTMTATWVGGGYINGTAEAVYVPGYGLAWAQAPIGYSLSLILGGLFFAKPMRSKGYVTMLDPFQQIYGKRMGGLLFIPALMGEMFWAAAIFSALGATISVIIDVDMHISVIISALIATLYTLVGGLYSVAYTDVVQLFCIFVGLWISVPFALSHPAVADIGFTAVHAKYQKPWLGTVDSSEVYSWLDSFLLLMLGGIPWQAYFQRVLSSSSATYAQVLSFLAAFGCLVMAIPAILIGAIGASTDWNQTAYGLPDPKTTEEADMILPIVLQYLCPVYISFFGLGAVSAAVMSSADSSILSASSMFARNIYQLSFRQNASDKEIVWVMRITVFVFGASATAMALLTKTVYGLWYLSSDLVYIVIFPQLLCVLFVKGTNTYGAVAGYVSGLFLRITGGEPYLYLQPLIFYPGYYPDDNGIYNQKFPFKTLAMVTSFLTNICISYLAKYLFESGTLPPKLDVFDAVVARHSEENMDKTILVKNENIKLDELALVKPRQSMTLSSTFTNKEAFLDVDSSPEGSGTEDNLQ
# OX1R antag-1: human HCRTR1 antagonism. O43613. CHO/OX1R cells, Fluo-8 calcium fluorescence, orexin A. inhibition, % at 5 µM. hit rate 0.43% among 330,000. AID 434989;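 active = inhibition above its plate's threshold, mean inhibition of all tested compounds on the plate plus 3 SD, cut at about 37% in these data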;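 also: 0% = orexin A challenge wells and 100% = SB-334867-A antagonist wells; not every result past the cut was called active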
# Target sequence (O43613 whole entry, looked up): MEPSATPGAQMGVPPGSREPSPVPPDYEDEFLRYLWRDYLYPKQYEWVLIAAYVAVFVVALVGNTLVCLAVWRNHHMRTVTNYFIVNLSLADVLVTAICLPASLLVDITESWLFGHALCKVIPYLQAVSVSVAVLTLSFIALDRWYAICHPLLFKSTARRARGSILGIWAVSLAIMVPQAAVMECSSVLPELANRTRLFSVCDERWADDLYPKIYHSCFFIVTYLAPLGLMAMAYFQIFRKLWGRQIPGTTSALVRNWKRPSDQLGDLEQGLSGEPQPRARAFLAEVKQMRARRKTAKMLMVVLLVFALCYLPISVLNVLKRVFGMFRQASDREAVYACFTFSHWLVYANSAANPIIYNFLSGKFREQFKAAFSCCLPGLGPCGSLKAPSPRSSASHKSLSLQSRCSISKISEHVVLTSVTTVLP
# OX1R antag-2: antagonists of human orexin 1 receptor (OX1R). O43613. OX1R-expressing cells, FRET antagonist read-out. inhibition, % at 6.6 µM. hit rate 1.8% among 330,000. AID 485270; in the data active = inhibition mostly above about 38%, no sharp cut-off; inactive = mostly below about 40%;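 also: 0% = agonist challenge alone and 100% = reference antagonist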
# Numbers without * were called inactive; i = inactive; . = not tested or not shown.
structure	CHT PAM	OX1R antag-1	OX1R antag-2
Cc1noc(NS(=O)(=O)c2ccc(N3Cc4ccccc4C3=O)cc2)c1C	i	-2	26
COc1ccccc1NC(=O)CSc1nncs1	.	-8	8
CCc1ccc(/C=C2/C(=O)N(c3ccccc3)C(=S)N2CC(=O)OC)s1	i	7	18
CCOC(=O)c1c(C)[nH]c(C(=O)COC(=O)CCNS(=O)(=O)c2ccc(NC(C)=O)cc2)c1C	.	-26	1
Cc1ccc(N(Cc2ccccc2F)S(C)(=O)=O)cc1C	i	-18	9
O=C(CCNS(=O)(=O)c1ccc(Cl)cc1)N1CCCC1	i	-16	23
O=C1c2oc3ccc(F)cc3c(=O)c2C(c2cccc(O)c2)N1CCCN1CCOCC1 (centres undefined)	i	5	5
COc1cc2oc(=O)cc(-c3cccc(-c4ccc(C(F)(F)F)cc4)c3)c2c(OC)c1OC	.	-12	2
C=CCc1ccc(OCCOCCNCCCC)c(OC)c1	i	-24	21
CCOc1cccc(CN2CCC(n3nccc3NC(=O)C3CCCC3)CC2)c1	i	-14	42
C=CCN(CC=C)S(=O)(=O)c1ccc(NC(=S)NC(=O)/C=C/c2cccc3ccccc23)cc1	i	-17	8
O=C(COC(=O)c1ccco1)c1ccc2ccccc2c1	i	-15	28
Cc1ccc(CN2CCN(Cc3cnn(-c4ccc(F)cc4)c3)CC2CCO)o1 (centres undefined)	i	-24	9
COC(=O)c1[nH]c2c(c1C)C(=O)CCC2	i	-93	1
CCOC(=O)c1c(-c2cccc([N+](=O)[O-])c2)cn2ccccc12	i	-13	18
CC1CCN(Cc2csc(N)n2)CC1	i	-10	0
COc1cccc(N2CCN(S(=O)(=O)c3ccc4c(c3)NC(=O)C(C)C(=O)N4)CC2)c1 (centres undefined)	i	-11	4
O=C(c1ccc([N+](=O)[O-])cc1)n1nc(-c2ccccc2)nc1NCc1ccccc1	i	-13	36
COc1ccccc1N=Cc1nc(-c2ccccc2)oc1OC(C)=O	i	-9	6
CCCCNC(=O)COC(=O)c1c2c(nc3ccccc13)CCC2	i	-37	27
COc1cccc(C(=O)Nc2ccc3nc(N4CCN(c5ncccn5)CC4)cc(C)c3c2)c1OC	i	1	59*
COC(=O)c1ccccc1S(=O)(=O)N1CCC(NC(=O)c2ccccc2)CC1	i	-18	12
O=[N+]([O-])c1ccc(S(=O)(=O)c2cccc(C(F)(F)F)c2)nc1	i	31	40
CC(O)CNc1nc2sc3c(c2c(=O)n1CCc1ccccc1)CCCCC3 (centres undefined)	i	-22	7
CC(CCc1ccccc1)NC(=O)C1CCN(S(=O)(=O)c2cnc[nH]2)CC1 (centres undefined)	i	-2	8
COc1cc(C(=O)NNC(=O)CCOc2cccc(Br)c2)cc(OC)c1OC	.	-23	-2
c1ccc2[nH]c(NCCN3CCOCC3)nc2c1	i	-5	-4
O=c1c2ccccc2c2c(O)nc(-c3ccccc3)n2n1Cc1ccccc1	i	-14	16
C/C(=N/NC(N)=S)c1ccccc1[N+](=O)[O-]	i	6	45
Cc1ccccc1Oc1ccc(Oc2ccccc2C)nn1	i	-5	13
CC(C)COC(=O)/C(C#N)=C/c1c[nH]c2ccccc12	i	4	17
Clc1ccc(NCc2ccsc2)cc1	i	-17	5
CN(C(=O)CSc1nnc(N)s1)c1c(N)n(Cc2ccccc2)c(=O)[nH]c1=O	i	-12	3
CN(C(=O)CS(=O)(=O)c1cn(CC(=O)N2CCOCC2)c2ccccc12)c1ccccc1	i	-5	11
COC(=O)C1=C(C)NC(=O)CC1c1cc2c(cc1Br)OCO2 (centres undefined)	i	-10	7
O=C(NCC(c1cccs1)N1CCOCC1)c1cc(Cl)ccc1[N+](=O)[O-] (centres undefined)	i	-29	31
COc1ccc(C(=O)Nc2cccnc2)cc1S(=O)(=O)N1CCOCC1	i	-12	3
COc1ccccc1C(=O)NCCC(=O)N1CCCCCCC1	i	-4	9
Cc1ccccc1C(=O)N1CCN(c2ccc(NC(=S)NC(=O)c3cccs3)cc2)CC1	i	-5	17
CS(=O)(=O)N(CC(=O)O)c1ccc2c(c1)OCO2	i	4	-5

# Reprinted at random: 6 compounds from above, in no set order.
structure	CHT PAM	OX1R antag-1	OX1R antag-2
CN(C(=O)CSc1nnc(N)s1)c1c(N)n(Cc2ccccc2)c(=O)[nH]c1=O	i	-12	3
COc1ccc(C(=O)Nc2cccnc2)cc1S(=O)(=O)N1CCOCC1	i	-12	3
COC(=O)C1=C(C)NC(=O)CC1c1cc2c(cc1Br)OCO2 (centres undefined)	i	-10	7
Cc1ccccc1C(=O)N1CCN(c2ccc(NC(=S)NC(=O)c3cccs3)cc2)CC1	i	-5	17
CN(C(=O)CS(=O)(=O)c1cn(CC(=O)N2CCOCC2)c2ccccc12)c1ccccc1	i	-5	11
COc1ccccc1C(=O)NCCC(=O)N1CCCCCCC1	i	-4	9

# The list goes on.
structure	CHT PAM	OX1R antag-1	OX1R antag-2
O=C(COc1ccc2ccccc2c1Br)N1CCCC1	i	11	21
O=C(Nc1ccc(Cl)cc1F)c1ccc2c(c1)C(=O)N(Cc1ccncc1)C2=O	.	2	10
O=C(c1ccccc1F)c1cc2c(cc1[N+](=O)[O-])OCCO2	i	-11	9
N#CCNC(=O)c1cccn1-c1ncc(C(F)(F)F)cc1Cl	i	-8	21
COc1ccc(NC(=O)N[C@@H](CCSC)C(=O)O)cc1OC	i	5	21
Cc1nn(-c2ccccc2)c(N2CCCC2)c1/C=N/NC(=S)Nc1ccccc1F	i	-13	15
COc1ccc(Cl)cc1NC(=O)COC(=O)c1ccc(Br)o1	.	-22	6
O=C(Cc1ccccc1)N/N=C/c1ccccc1Cl	i	-3	8
COc1ccc([C@H]2[C@H](C(=O)OC(C)(C)C)N3N=Cc4ccccc4C3C23C(=O)c2ccccc2C3=O)c(OC)c1 (some centres undefined)	i	-12	18
CCCS(=O)(=O)N1CCC(C(=O)NCCN(CC)c2ccccc2)CC1	i	-8	16
CCOC(=O)C1CCN(C(=O)Nc2ccc(OC(F)(F)F)cc2)CC1	i	-19	3
CN(c1ccccc1)S(=O)(=O)c1nnc(NC(=O)COc2ccccc2)s1	i	-17	24
CN(C)CCCNc1oc(-c2cccc(Cl)c2)nc1C#N	i	-11	24
CCc1ccc(C(=O)NC(=S)NCc2cccnc2)cc1	i	-25	7
CCNC(=O)CSc1nc(-c2ccccc2)cs1	i	4	16
COC(=O)c1sccc1NC(=O)CC1C(=O)NCCN1C(=O)Nc1ccc(OCc2ccccc2)cc1 (centres undefined)	i	-15	3
C[C@@]12C(=O)Nc3cc(F)ccc3C(=O)N1[C@H]1c3cc(Br)ccc3OC[C@@H]1[C@@H]2c1ccccc1	.	21	23
FC(F)(F)COc1ccc(-c2nnc(SCc3ccccc3)o2)cn1	i	-8	10
O=C(NC1CCCc2ccccc21)c1ccc2c(c1)OCO2 (centres undefined)	i	-11	29
Cc1noc(C)c1CN(C(=S)NC(C)C)c1ccccc1	i	-12	10
CCCN(CCC)CCCNC(=O)c1cc2cc3ccc(OC)cc3nc2o1	i	-14	123*
Cc1cccc(C(=O)NNC(=O)c2ccco2)c1	i	7	19
O=C(Nc1ccccc1)C(=O)Nc1ccc2c(c1)N(C(=O)C1CC1)CCC2	i	-22	14
CCCC(=O)Nc1ccc(C(=O)Nc2cc(C(F)(F)F)ccc2Cl)cc1	i	-5	31
Cc1ccc(C2CC(c3ccccc3C)n3nc(N)nc3N2)cc1 (centres undefined)	i	3	11
Cc1ccc(C(=O)O)cc1NC(=S)NC(=O)c1ccc([N+](=O)[O-])cc1Cl	i	-1	22
O=C(NCc1ccccc1)c1ccc(CS(=O)Cc2ccc(Cl)cc2)o1 (centres undefined)	i	-24	7
COc1ccc2c(c1)c(=O)c(Br)c(C)n2Cc1ccccc1	i	-22	18
COc1ccc(OCC(=O)Nc2ccccc2O)cc1	i	-14	13
Oc1c(C(c2cccs2)N2CCN(c3ccccc3)CC2)sc2ncnn12 (centres undefined)	i	6	2
O=S(=O)(c1ccccc1)c1cnn(-c2ccccc2)c1-c1ccc(Cl)cc1	i	-26	20
COc1ccc(S(=O)(=O)N2CCOCC2)cc1NC(=O)CN1CCCC1	i	-2	8

# Profiles as entered above. Order of screens: CHT PAM, OX1R antag-1, OX1R antag-2
# Listed for `COc1ccc2c(c1)c(=O)c(Br)c(C)n2Cc1ccccc1` = i, -22, 18
# Listed for `Cc1ccc(C2CC(c3ccccc3C)n3nc(N)nc3N2)cc1` (centres undefined) = i, 3, 11

# Carrying on.
structure	CHT PAM	OX1R antag-1	OX1R antag-2
O=C(COC(=O)c1cccc(S(=O)(=O)N2CCN(c3ccccc3)CC2)c1)NCC1CCCO1 (centres undefined)	i	-16	9
CCOC(=O)c1c(C)nc2c(c1-c1ccc(OC)cc1)C(=O)CC(C)(C)C2	i	-8	23
CSc1nc2nc3c(c(=O)n2[nH]1)CCC3	i	-19	23
Cc1ccc(Cl)c(OCC(=O)OC(C)C(=O)NC2CC2)c1 (centres undefined)	i	-15	2
CN(C(=O)CSc1nc2[nH]ncc2c(=O)[nH]1)c1ccccc1	i	-8	12
COc1cccc(C(=O)/C=C/Nc2ccc(S(=O)(=O)Nc3nc(C)cc(C)n3)cc2)c1	i	-8	3
Cc1c(S(=O)(=O)c2ccccn2)c(N)n(Cc2ccccc2Cl)c1C	i	-33	1
COc1ccccc1/C=C\C=N\n1c(C2CCCCC2)n[nH]c1=S	i	-17	-1
CC(C)(C)c1ccc(OCCN2CCCC2)cc1	i	2	6
CCOC(=O)C1CCN(S(=O)(=O)c2ccc3c(c2)N(C(C)=O)CC(C)S3)CC1 (centres undefined)	i	-8	32
COCCn1c(C)nnc1SCC(=O)Nc1ccccc1[N+](=O)[O-]	i	-12	31
COc1ccc(-n2cc(CNCCc3nc(C)cc(C)n3)c(-c3ccccc3Cl)n2)cc1	i	-24	18
CC(C)(C)[C@@H]1C=C(C(N)=O)O[C@H](OCCCCO)C1	i	-12	24
O=C(CSc1nnc(SCc2ccccc2)s1)N/N=C/C=C\c1ccco1	i	-15	9
Cn1nccc1C(=O)Nc1ccc2c(c1)OCO2	i	-9	7
CCOC(=O)C(C)n1cnc2sc(C)c(C)c2c1=O (centres undefined)	i	-11	13
COc1cccc(C(=O)NNC2=C(C(=O)C(F)(F)F)CCC2)c1	i	3	25
CCOC(=O)C(NC(C)=O)(Nc1ccc(S(=O)(=O)Nc2ncccn2)cc1)C(F)(F)F (centres undefined)	i	-10	10
NC(=O)c1ccccc1OCCOCCOCCOc1ccccc1C(N)=O	i	0	12
COc1cccc(NC(=O)c2ccccc2F)c1	i	-14	19
CNc1nc(Cl)nc(Nc2ccccc2)n1	i	-12	0
O=C(CCS(=O)(=O)c1ccc(Cl)cc1)N1CCN(c2ccc(F)cc2)CC1	.	-10	8
O=C(NNC(=O)C1CC=CCC1C(=O)O)c1cccs1 (centres undefined)	i	-11	4
N/C(Cc1ccc([N+](=O)[O-])cc1)=N\OC(=O)c1cccc(Br)c1	i	-22	7
CC(=O)N1CCN(C23CC4CC(CC(C4)C2)C3)CC1	i	-11	10
N#CCN1C(=O)C(=O)N(Cc2cccc(C(F)(F)F)c2)C1=O	i	-11	0
CCOC(=O)C1(CCOC)CCN(Cc2ccc(C(=O)OC)cc2)CC1	i	-22	10
CCOc1ccc(N(Cc2cc3cc(C)ccc3[nH]c2=O)S(=O)(=O)c2ccccc2)cc1	i	-25	5
CCC(C)COC(=O)c1ccc(C(=O)O)cc1 (centres undefined)	i	3	2
CCOC(=O)C1=C(CSc2nc(C)cc(C)c2C#N)OC(N)=C(C#N)C1c1cccs1 (centres undefined)	i	-6	21
COc1ccc(-n2c(SCC(=O)Nc3ccc(C(N)=O)cc3)nc3ccccc3c2=O)cc1OC	i	-14	-11
O=C(c1cccc([N+](=O)[O-])c1)c1cc2ccccc2o1	i	-22	28
CCC(Nc1nc(-c2ccccc2)nc2ccccc12)C(=O)O (centres undefined)	i	-11	6
CCc1ccc2nc(N)sc2c1	i	-13	4
N#CCSc1nnc(-c2sc3ccccc3c2Cl)o1	i	-2	20
Cc1ccc(-c2ccnc3[nH]n(-c4ccccc4)c(=O)c23)cc1	i	-24	19
COc1ccc(CCNCC(=O)Nc2ccc(OC(F)(F)F)cc2)cc1OC	i	-18	24
CCOc1ccc(C2=NNC(c3cccs3)=Nc3ccc(OC)cc32)cc1OCC	i	-30	20
Cc1cc(N2CCOCC2)n2nc(-c3cccc(F)c3)cc2n1	i	-17	27
Cc1ccccc1CN(C)CC(=O)Nc1ccccc1-c1ccccc1	i	-41	44
Cc1[nH]c(=O)[nH]c(=O)c1/C=N/NC(=O)[C@@H](NC(=O)OC(C)(C)C)C(C)C	i	-23	13
Nc1ncnc2c1ncn2[C@@H]1O[C@H](CNC(=O)[C@@H]2C[C@H](F)CN2)[C@@H](O)[C@H]1O	.	15	14
COC(=O)c1c(NC(=O)C(Cl)Cl)sc2c1C(C(=O)OC)CC2 (centres undefined)	i	-22	9
COc1ccc(CCC(C)N2CCc3ccccc3C2)cc1 (centres undefined)	i	-16	4
COc1ccc(-c2nnc(SCC(=O)c3cccs3)n2-c2ccc(Cl)cc2)cc1	i	-27	6
COc1ccc(C2(CNC(C)=O)CCCC2)cc1OC	i	-9	2

# Assay outcomes (PubChem BioAssay)
